# Assay outcomes deposited in PubChem by The Scripps Research Institute Molecular Screening Center.
# TDP2 absorb – human TDP2 enzyme inhibitors, primary screen, biochemical, epi absorbance, recombinant enzyme. Tyrosyl-DNA phosphodiesterase 2 (Homo sapiens), O95551. 370,000 tested, 0.34% active. T5PNP hydrolysis, p-nitrophenol absorbance 415 nm. AID 720702, 2013. inhibition, % at 12.8 µM;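 active means inhibition above the mean of all tested compounds plus 3 SD, set per campaign, cut at about 25% in these data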;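 further: 0% = DMSO with enzyme and 100% = buffer with substrate but no TDP2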
#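 System: recombinant human TDP2 / Amount: 120 nM TDP2 per well / Also added: 5 mM T5PNP chromogenic substrate / Doses: 12.8 µM single point, 1% DMSO / Incubation: 2 h at 37 °C / Detection: p-Nitrophenol epi absorbance / Evaluation: % inhibition relative to enzyme-containing and enzyme-free wells / Repeats: singlicate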
# ADAM10 inh – human ADAM10 inhibitors, primary screen, biochemical, QFRET, HTS | inhibition, % at 7 µM | recombinant ADAM10, EDANS/DABCYL FRET peptide cleavage, 3 h | AID 720582, 2013 | Disintegrin and metalloproteinase domain-containing protein 10 (Homo sapiens), O14672 | 370,000 tested, 0.62% active;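 active means inhibition above a per-campaign cutoff equal to the mean of compounds falling between control-based bounds plus 3 SD, cut at about 20% in these data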;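 further: 0% = DMSO wells while the 100% control is not disclosed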
# PLCg1 inh – PLC-gamma1 enzyme inhibitors, primary screen, biochemical, fluorescence, purified enzyme. fluorogenic substrate. 370,000 tested, 0.84% active. inhibition, % at 12.2 µM. 1-phosphatidylinositol 4,5-bisphosphate phosphodiesterase gamma-1 (Homo sapiens), P19174; in the data active means inhibition above about 9.5%
# Target sequence (P19174 whole entry, looked up): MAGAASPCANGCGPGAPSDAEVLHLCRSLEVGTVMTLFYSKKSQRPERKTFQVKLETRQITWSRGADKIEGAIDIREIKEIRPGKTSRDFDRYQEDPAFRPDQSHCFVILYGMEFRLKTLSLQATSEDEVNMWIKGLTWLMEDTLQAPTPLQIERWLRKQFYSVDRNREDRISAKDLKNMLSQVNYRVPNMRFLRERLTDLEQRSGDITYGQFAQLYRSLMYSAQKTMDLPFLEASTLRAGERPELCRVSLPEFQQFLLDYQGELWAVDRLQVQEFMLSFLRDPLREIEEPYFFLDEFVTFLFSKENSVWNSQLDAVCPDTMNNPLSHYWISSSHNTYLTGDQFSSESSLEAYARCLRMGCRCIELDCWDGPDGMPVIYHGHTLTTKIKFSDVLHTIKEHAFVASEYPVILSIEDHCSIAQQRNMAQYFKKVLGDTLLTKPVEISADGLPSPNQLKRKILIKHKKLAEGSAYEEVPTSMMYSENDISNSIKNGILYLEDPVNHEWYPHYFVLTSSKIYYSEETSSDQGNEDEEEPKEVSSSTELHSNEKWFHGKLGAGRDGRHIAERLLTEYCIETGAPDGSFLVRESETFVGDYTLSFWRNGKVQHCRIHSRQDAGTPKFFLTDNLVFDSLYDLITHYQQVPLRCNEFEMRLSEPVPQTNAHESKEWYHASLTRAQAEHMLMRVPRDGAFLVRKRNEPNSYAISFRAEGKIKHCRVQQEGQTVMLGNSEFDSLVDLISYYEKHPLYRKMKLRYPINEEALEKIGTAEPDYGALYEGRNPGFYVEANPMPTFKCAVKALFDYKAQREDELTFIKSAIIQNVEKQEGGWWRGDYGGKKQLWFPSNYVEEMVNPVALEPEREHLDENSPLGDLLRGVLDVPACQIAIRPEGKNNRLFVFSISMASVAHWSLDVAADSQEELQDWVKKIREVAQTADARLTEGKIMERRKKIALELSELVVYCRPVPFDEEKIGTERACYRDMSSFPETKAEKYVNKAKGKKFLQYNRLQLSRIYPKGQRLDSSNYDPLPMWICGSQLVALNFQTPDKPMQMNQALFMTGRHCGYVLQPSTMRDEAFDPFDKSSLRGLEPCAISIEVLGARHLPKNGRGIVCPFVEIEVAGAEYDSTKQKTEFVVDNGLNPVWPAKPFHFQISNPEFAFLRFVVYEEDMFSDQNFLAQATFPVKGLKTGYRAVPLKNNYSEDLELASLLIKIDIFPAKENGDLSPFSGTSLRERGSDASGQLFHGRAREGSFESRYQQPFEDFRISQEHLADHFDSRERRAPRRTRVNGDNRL
# DDE Tn6 FP inh – inhibitors of Tn6 peptide binding to fibrin DD(E), primary screen, biochemical, fluorescence polarization, human fibrin, Tn6 probe | Fibrinogen beta chain (Homo sapiens), P02675 | Fibrin DD(E) TRITC-Tn6 fluorescence polarization displacement | inhibition, % at 8.3 µM | 370,000 tested, 0.21% active;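 active means inhibition above a per-campaign cutoff: mean of compounds within control limits plus 3 SD, cut at about 15% in these data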;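 further: 0% = median of all compound wells on the plate and 100% = blocking peptide control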
# ADAM17 inh – ADAM17 inhibitors, primary screen, biochemical, QFRET; AID 720648, 2013; 370,000 tested, 0.83% active; recombinant ADAM17, EDANS/DABCYL FRET peptide cleavage; Disintegrin and metalloproteinase domain-containing protein 17 (Homo sapiens), P78536; inhibition, % at 6.95 µM;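 active means inhibition above the mean of compounds lying between control limits plus 3 SD, set per campaign, cut at about 8.5% in these data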;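 further: 0% = DMSO-only wells as the low control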
# ARFGAP1 inh – inhibitors of rat ARFGAP1 GAP activity, primary screen, biochemical, fluorescence polarization, GDP tracer | inhibition, % at 16.5 µM | Arfgap1-stimulated ARF1 GTP hydrolysis, GDP FP detection | 360,000 tested, 0.26% active | ADP-ribosylation factor GTPase-activating protein 1 (Rattus norvegicus), Q62848 | AID 651572, 2012;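 active means inhibition above a per-plate limit, mean inhibition of low control wells plus 3 SD, cut at about 25% in these data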;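 further: 0% = DMSO wells with enzyme and 100% = wells lacking Arfgap1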
#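 Repeats: one replicate per compound; assay system: rat Arfgap1 catalytic domain, aa 1-136; times: enzyme reaction 120 min at 25 °C after 20 min preincubation; detection: FP of antibody-bound GDP Alexa 633 tracer, ex 620/em 688 nm; benchmarks: high control wells lacking Arfgap1, low control full reaction with DMSO; reagent: human ARF1(Δ1-17)-GTP substrate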
# SIAE inh – human SIAE inhibitors, primary screen, biochemical, fluorescence polarization, FP-Rh probe, 1536-well HTS; Sialate O-acetylesterase (Homo sapiens), Q9HAT2; SIAE FP-Rh probe binding; inhibition, % at 9.66 µM; 370,000 tested, 0.69% active; AID 1053197, 2014;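 active means inhibition above a cutoff: mean of compounds within the control limits plus 3 SD of those, cut at about 17% in these data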;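 further: 0% = plate median of compound wells and 100% = probe without SIAE protein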
# PLC-beta3 inh – human PLC-beta3 inhibitors, primary screen, biochemical, fluorescence. 1-phosphatidylinositol 4,5-bisphosphate phosphodiesterase beta-3 (Homo sapiens), Q01970. AID 720704, 2013. inhibition, % at 12.2 µM. 370,000 tested, 0.18% active. Purified PLC-beta3, fluorogenic substrate; in the data active means inhibition above about 11%;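 further: 0% = median of compound wells on plate and 100% = full blocker control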
# Tn7 DDE FP – inhibitors of Tn7 peptide binding to fibrin DD(E), primary screen, biochemical, fluorescence polarization, human fibrin, Tn7 probe; FP displacement of FITC-Tn7 peptide from fibrin DD(E); 0% = median of compound wells per plate; inhibition, % at 8.3 µM; 370,000 tested, 0.13% active; AID 720508, 2013;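 active means inhibition above the mean of compounds falling within the control limits plus 3 SD of them, cut at about 14% in these data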;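 further: 0% = plate median of compound wells and 100% = 10 µM Aha-Tn7 peptide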
#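 Assay system: human fibrin DD(E) protein / Input: 2 µM fibrin DD(E) / Benchmarks: high control of 10 µM Aha-Tn7 peptide / Measured by: fluorescence polarization of the labelled Tn7 tracer / Medium: Tris buffer with calcium and detergent, pH 7.8 / Timing: 10 min compound pre-incubation, 3 h probe incubation at room temperature / Repeats: one replicate per compound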
# ASAP1 inh – inhibitors of human ASAP1 ArfGAP activity, primary screen, biochemical, fluorescence polarization | ASAP1-stimulated ARF1 GTP hydrolysis, GDP FP detection | inhibition, % at 16.5 µM | 360,000 tested, 0.19% active | AID 624377, 2012; in the data active means inhibition above about 25%;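 further: 0% = vehicle with enzyme and substrate and 100% = no enzyme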
# * hit, by the source's call; i = inactive; / = no result given; & = joins results of further samples. An excerpt; rates above refer to the full screens.
SMILES,TDP2 absorb,ADAM10 inh,PLCg1 inh,DDE Tn6 FP inh,ADAM17 inh,ARFGAP1 inh,SIAE inh,PLC-beta3 inh,Tn7 DDE FP,ASAP1 inh
O=C(CN1C(=O)[C@@H](Cc2ccccc2)N=C(c2ccccc2)c2ccccc21)NC1CCCCC1,-3,-1,1,-2,-3,/,-8,0,-5,/
O=C(O)c1nonc1-c1nonc1C(=O)O,10,2,3,-6,-2,11,5,4,-2,0
Cc1cc(C)cc(N2C(=O)NC(=O)/C(=C\c3cccn3-c3ccccc3)C2=O)c1,8,2,-5,-4,3,1,-4,-6,-7,-1
O=C(CN1CCCCC1)c1ccc(OC(F)F)cc1,3,5,-2,4,1,-5,-7,0,5,-5
CN(c1ccc(O)cc1)c1ccc([N+](=O)[O-])c2nonc12,12,5,6,-1,1,0,7,2,1,2
Cn1c(=O)n(CC(=O)N2CCC3(CC2)OCCO3)c(=O)c2ccccc21,-2,-6,-1,-1,-3,8,0,-1,6,8
C#CCCC[C@@H]1OC(=O)CNC(=O)C([C@@H](C)CC)NC(=O)[C@@H]2CCCN2C(=O)C([C@@H](C)CC)OC(=O)[C@H](Cc2ccccc2)N(C)C(=O)[C@H](C(C)C)NC(=O)C1(C)C (stereo partly drawn),-9,3,1,3,-1,12,9,6,4,-13
CCc1ccc(NC(=O)CCNC(=O)N2C[C@H]3C[C@@H](C2)c2cccc(=O)n2C3)cc1,2,-3,1,0,0,4,2,7,-4,4
CC(C)CC(NC(=O)CCCNC(=O)CCC(=O)OC1O[C@H]2OC3(C)CC[C@H]4[C@H](C)CCC(C1C)C24OO3)C(=O)O (stereo partly drawn),3,-4,-1,-5,0,-7,-3,1,-3,-3
N#CC(Br)Br,-5,7,3,-3,0,0,5,5,3,-5
CCCCn1c(O)c(C(CC)=NCc2cccnc2)c(=O)[nH]c1=O,13,0,3,-1,-2,1,-1,4,5,10
CC1CN2c3ccc([N+](=O)[O-])cc3CC3(C(=O)N(C)C(=O)N(C)C3=O)C2C(C)O1 (stereo not drawn),-2,2,1,5,2,1,1,-4,2,-2
O=C(CCCN1CCC(n2c(=O)[nH]c3ccccc32)CC1)c1ccc(F)cc1,-1,-10,-2,-1,-5,3,-3,-2,4,4
O=C1NC(=O)N(c2ccc(F)cc2)C(=O)/C1=C/c1ccc(N2CCOCC2)cc1,4,-3,-1,0,-2,15,-5,-8,3,2
CCCn1ncc(CN2CCCC(C(=O)c3cccc(OC)c3)C2)c1C (stereo not drawn),5,-4,-2,2,-3,-15,10,-3,2,-7
CC(=O)NC(Cc1ccc(N(CCCl)CCCl)cc1)C(=O)NCC(=O)NCC(=O)O (stereo not drawn),23,2,-6,1,-5,4,9,-16,5,-2
Cc1cc(OC(=O)N(C)C)nc2c1c(C)nn2C,16,-1,1,-1,1,-2,10,-1,2,4
COP(=O)(NC(C)=O)SC (stereo not drawn),-4,-15,-3,-6,-9,5,2,3,0,7
Cc1ccccc1CCNCc1ccc(Br)cc1,10,-3,2,0,-3,2,4,-1,12,3
COC(=O)C1=C(c2ccc(S(C)(=O)=O)cc2)C[C@@H]2CC[C@H]1N2C(=O)NCc1ccco1,11,2,3,3,-1,1,0,1,-2,-3
C/C=C/CC#N,3,-3,-3,-5,-4,-7,5,1,-10,-5
Cc1nn(Cc2ccc(Cl)cc2Cl)c(Cl)c1C(=O)NC1CCCc2ccccc21 (stereo not drawn),-4,10,4,1,3,10,0,2,-10,-4
Cc1ccc(OC(=O)N(C)C[C@H]2OCc3cnnn3CCCC(=O)N([C@H](C)CO)C[C@@H]2C)cc1,7,-17,-1,1,-6,11,0,-1,2,4
COc1cc2c(cc1OC)C13CCN4CC5=CCOC(CC(=O)O)C(C5CC41)C3N2 (stereo not drawn),-3,-33,-9,-2,-7,0,6,-9,6,2
O=C1CN(O)C(c2ccccc2)=c2cc(Cl)ccc2=N1,-18,2,0,-1,-2,-1,-5,-7,0,-3
C#CCN(C)[C@H](C)Cc1ccccc1,-4,-6,0,2,-2,-6,0,0,1,-4
C/C(=N\Nc1ccccc1)c1c(O)[nH]c(=O)[nH]c1=O,4,-8,-2,0,-4,-4,1,-10,-8,-1
O=S(=O)(c1ccc(F)cc1)N1CCCC1c1cccnc1 (stereo not drawn),-5,0,0,-3,0,6,-1,-4,-7,-11
NCCc1ccc(OCc2ccccc2)c(OCc2ccccc2)c1,-9,7,5,0,2,9,-2,-5,-5,-2
O=C1Nc2cc(C(=O)N3CCC4(CC3)OCCO4)ccc2S/C1=C\c1ccccc1,-21,1,-20,-8,3,1,-12,-11,-2,6
COc1nc2ccccc2c(=O)n1-c1ccc(Cl)cc1,-5,6,4,-1,0,11,16,4,2,2
Cc1ccc(S(=O)(=O)N2Cc3cc(N4CCOCC4)ccc3-n3nncc3C2)cc1,6,-10,-2,5,-4,17,0,-3,9,-11
COc1ccc(OC(=O)N(C)C[C@H]2OCc3cnnn3CCCC(=O)N([C@@H](C)CO)C[C@H]2C)cc1,-3,1,1,-1,3,8,5,1,1,3
O=C1N(c2nncs2)CCN1[N+](=O)[O-],-5,4,1,1,-3,10,-4,-4,6,-6
CC1(O)CCN2C(=O)CCc3cccc1c32 (stereo not drawn),0,-4,-45,6,-2,-8,-3,-58,0,0
CNS(=O)(=O)c1ccc(-c2ccc(C=C3C(=O)NC(=O)NC3=O)o2)cc1,5,-5,-3,-3,-3,-18,-11,0,-4,-2
Cc1cc(/C=C2\C(=O)NC(=O)N(C)C2=O)c(C)n1-c1ccc2c(c1)OCO2,-5,-5,-5,9,-3,-2,6,-1,1,-12
COC(=O)C1=C(c2ccccc2)C[C@@H]2CC[C@H]1N2C(=O)N1CCCCC1,-5,8,2,-2,0,5,-4,2,0,8
COc1ccc(OCC(=O)N2CCN(C(C)C)CC2)cc1,4,11,8,5,-1,-2,-1,3,-4,18
CCOc1ccc(N)cc1,-1,-4,0,9,0,-7,5,-2,-13,-3
Nc1c(C(=O)OCc2ccccc2)c2nc3ccccc3nc2n1Cc1cccs1,25*,i,-302,-9,-248,-1,8,-489,-7,11
Cc1ccc(NC(=S)NCCc2cnc[nH]2)cc1C,-1,-5,1,10,2,4,-1,1,6,12
NN=C1C(Cl)=C(Cl)C(Cl)=C1Cl,-8,-5,0,-7,-3,19,0,-1,-12,-2
O=C1N(c2ccc(Cl)cc2)C(c2cccnc2)N2CCCN12 (stereo not drawn),4,0,2,-4,-1,1,-3,1,2,-3
CCOC(=O)c1cc2c(cn1)[C@@H](CCO)NC2,-6,-14,-1,2,1,-4,-4,-2,2,-3
CCOP(=O)(OCC)C(c1ccccc1)N(C)C=O (stereo not drawn),-7,-5,1,-1,-6,-15,7,-1,-7,4
COCCCn1c(N)c(C(=O)Nc2sc3c(c2C(=O)OC)CCCC3)c2nc3ccccc3nc21,35*,-453,-252,-4,-161,27*,-9,-343,-2,29*
CCCCn1c(O)c(C(C)=NCCN2CCOCC2)c(=O)[nH]c1=O,-10,3,3,3,3,9,2,6,-8,18
O=C(Nc1cc(Cl)cc(Cl)c1)N1Cc2ccccc2-n2nncc2C1,9,1,2,6,-4,1,-8,0,1,8
Cc1ccc2c(c1)C1C[N+](C)(CC(=O)c3ccc(Cl)cc3Cl)CCC1N2C(=O)c1ccc(F)cc1 (stereo not drawn),-7,-38,-2,-2,-1,-8,8,-11,-1,12
O=[N+]([O-])/C=C1/NCCN1Cc1ccc(Cl)nc1,10,-9,0,5,1,-6,-3,3,-2,-13
CC(C)C(=O)Nc1nnc(CCN(CCc2nnc(NC(=O)C(C)C)s2)[N+](=O)[O-])s1,-12,3,7,-2,-2,-8,2,5,-3,9
Cc1ccc(C(=O)C2CN3CCC2CC3)cc1 (stereo not drawn),1,1,0,0,-1,16,-1,1,11,2
Cc1cccc2c(CCN)c[nH]c12,3,3,0,-3,-3,3,5,-4,-6,6
C[C@]12CC[C@H]3[C@@H](CCC4=CC(=O)CC[C@@]43C)[C@@H]1CC[C@@H]2O,-9&4,-9&-10,0&1,-9&-4,0&-1,6&-6,-3&3,0&-2,3&0,8&0
Cc1ccc2c(c1)C1CN(C)CCC1N2C(=O)CCCN1C(=O)c2cccc3cccc(c23)C1=O (stereo not drawn),-6,-20,-7,-4,-8,8,-6,-17,-11,9
CCOC(=O)c1c(/N=C/c2c(O)n(-c3ccccc3F)c(=S)[nH]c2=O)sc2c1CCCC2,4,-5,-6,11,-2,-8,-44,-4,1,-4
O=C(COC(=O)Cc1ccccc1)Nc1ccc(SC(F)F)cc1,1,-1,0,2,1,2,-3,-1,-1,-6
C[C@]12CC[C@@H](O)CC1=CC(=O)C1C2CC[C@]2(C)C(=O)[C@H](O)CC12 (stereo partly drawn),5,1,-1,1,2,-1,5,1,-3,-9
CCOc1cc2c(cc1OCC)-n1cccc1C(c1ccccc1F)NC2 (stereo not drawn),-10,-3,0,-6,0,3,-2,-6,-1,-5
CCOC(=O)C1(CCc2ccccc2)CCN(Cc2csc(C(C)=O)c2)CC1,4,-2,1,-3,0,3,2,1,-2,-1

# Three entries out of the list, arranged by molecular weight, falling:
SMILES,TDP2 absorb,ADAM10 inh,PLCg1 inh,DDE Tn6 FP inh,ADAM17 inh,ARFGAP1 inh,SIAE inh,PLC-beta3 inh,Tn7 DDE FP,ASAP1 inh
CCOC(=O)C1(CCc2ccccc2)CCN(Cc2csc(C(C)=O)c2)CC1,4,-2,1,-3,0,3,2,1,-2,-1
C[C@]12CC[C@@H](O)CC1=CC(=O)C1C2CC[C@]2(C)C(=O)[C@H](O)CC12 (stereo partly drawn),5,1,-1,1,2,-1,5,1,-3,-9
Cc1ccc(C(=O)C2CN3CCC2CC3)cc1 (stereo not drawn),1,1,0,0,-1,16,-1,1,11,2
